# Bioassay records deposited in PubChem BioAssay by several laboratories.
# CHRM5 PAM: positive allosteric modulators of human muscarinic M5 receptor. P08912. CHO-K1 hM5, Fluo-8 calcium, ACh EC20 PAM; 0% = ACh EC20, 100% = ACh EC100. activation, % at 3 µM. 360,000 compounds, 0.3% hits. AID 624038;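 active = activation above the run cutoff, the mean activation of all test compounds plus 3 SD, cut at about 18% in these data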
#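 system = human M5 receptor in CHO-K1 cells | reagent = EC20 acetylcholine as agonist stimulus | compound dosing = single-point, 3 µM nominal | incubation = Fluo-8 loading 80 min at 37 °C plus 30 min room temperature | detection = Fluo-8 calcium dye fluorescence, kinetic read | benchmarks = low control EC20 acetylcholine (0%), high control EC100 acetylcholine (100%)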
# CRFR2-BP antag: CRF-BP/CRF-R2 complex antagonism; HEK293 CRF-R2/CRF-BP, CRF-induced calcium fluorescence; inhibition, % at 11.8 µM; 350,000 compounds, 0.59% hits;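 active = inhibition of the ligand-induced calcium signal above about 50% at the single tested concentration, limit read from the data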
# CHO-K1 Ca PAM: counter-screen for M1 PAMs: effect in parental CHO-K1 cells; ATP EC20, Fluo-8 calcium fluorescence; 0% at ATP EC20, 100% at ATP max; activation, % at 3 µM; 360,000 compounds, 0.02% hits;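 active = activation above the run cutoff, the mean activation of all test compounds plus 3 SD, cut at about 40% in these data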;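 also: peak over basal fluorescence ratio in a 140 s read after ATP addition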
# CHRM5 antagonist: antagonists of human muscarinic M5 receptor (CHRM5); CHO-hM5 cells, Fluo-8 calcium fluorescence, ACh EC80; inhibition, % at 3 µM; 360,000 compounds, 0.59% hits; AID 624040;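 active = inhibition above a per-plate cutoff, the mean of that plate's test compounds plus 3 SD, cut at about 27% in these data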;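 also: 0% = acetylcholine EC80 with DMSO and 100% = DMSO without agonist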
# CHRM5 agonist: agonists of human muscarinic M5 receptor (CHRM5); P08912; CHO-K1 hM5 cells, Fluo-8 calcium fluorescence; 0% DMSO wells, 100% maximal acetylcholine response; activation, % at 3 µM; 360,000 compounds, 0.19% hits;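 active = activation above the run's mean over test compounds plus 3 SD, cut at about 23% in these data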;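 also: signal is peak over basal fluorescence ratio across the kinetic read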
# TAAR1 antagonist: antagonists of human TAAR1; CHO RD-HGA16 TAAR1, Fluo-8 calcium fluorescence, antagonist; inhibition, % at 3 µM; 360,000 compounds, 1.5% hits; Q96RJ0;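 active = inhibition above a per-plate cutoff, the mean inhibition of test compounds on that plate plus 3 SD, cut at about 49% in these data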;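 also: 0% = DMSO plus EC80 beta-PEA response and 100% = DMSO alone without agonist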
# Target sequence (Q96RJ0 whole entry, looked up): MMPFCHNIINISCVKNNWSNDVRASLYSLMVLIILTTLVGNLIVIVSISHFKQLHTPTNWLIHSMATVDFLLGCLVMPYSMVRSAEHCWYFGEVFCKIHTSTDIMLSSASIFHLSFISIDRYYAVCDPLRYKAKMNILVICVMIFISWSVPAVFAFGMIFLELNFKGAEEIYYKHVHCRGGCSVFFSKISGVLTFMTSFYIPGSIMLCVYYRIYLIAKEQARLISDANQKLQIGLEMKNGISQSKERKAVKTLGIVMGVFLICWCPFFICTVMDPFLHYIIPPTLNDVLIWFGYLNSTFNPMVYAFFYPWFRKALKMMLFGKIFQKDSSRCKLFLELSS
#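 Material: RD-HGA16 CHO cells with stable hTAAR1 and Gα16; Dosing: single nominal final test compound concentration of 3 µM; Schedule: seeding 17-24 h prior, 75-min 37 °C, 30-min RT dye loading; Detection: kinetic Fluo-8 calcium fluorescence measurement; Measure: % inhibition from peak post-agonist over basal fluorescence ratio; Benchmarks: vehicle and agonist controls.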
# CHRM4 PAM: positive allosteric modulators of human muscarinic M4 receptor; P08173; CHO-K1 hM4/Gqi5, Fluo-8 calcium fluorescence, ACh EC20; 0% = ACh EC20, 100% = maximal ACh; activation, % at 3 µM; 360,000 compounds, 0.4% hits;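 active = activation above its plate's cutoff, the mean activation of sample wells plus 3 SD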; also: some results filed as inactive read as strong as hits
# Target sequence (P08173 whole entry, looked up): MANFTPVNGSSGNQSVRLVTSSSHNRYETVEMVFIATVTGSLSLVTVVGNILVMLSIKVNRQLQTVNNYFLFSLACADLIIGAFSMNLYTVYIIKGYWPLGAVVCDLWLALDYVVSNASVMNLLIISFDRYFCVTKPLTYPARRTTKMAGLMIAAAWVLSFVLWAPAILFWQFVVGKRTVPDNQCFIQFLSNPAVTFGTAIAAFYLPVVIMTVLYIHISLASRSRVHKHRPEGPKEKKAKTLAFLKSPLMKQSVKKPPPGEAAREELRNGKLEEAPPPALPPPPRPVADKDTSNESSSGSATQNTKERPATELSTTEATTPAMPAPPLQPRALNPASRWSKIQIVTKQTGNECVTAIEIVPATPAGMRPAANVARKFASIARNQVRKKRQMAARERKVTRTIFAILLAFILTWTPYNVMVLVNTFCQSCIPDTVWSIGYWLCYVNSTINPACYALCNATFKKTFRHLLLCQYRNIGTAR
# CRFR2-BP ag: CRF-BP/CRF-R2 complex agonism. HEK293 CRF-R2/CRF-BP, calcium dye fluorescence (FLIPR); percent of saturating CRF peptide response. activation, % at 13.2 µM. 350,000 compounds, 0.46% hits. AID 588473;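 active = activation of at least 50%, plus an integration ratio under a set limit after plate pattern correction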;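 also: plate controls were neutral control wells without compound for no effect and CRF at EC100 for full effect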
# TAAR1 agonist: agonists of human TAAR1 | CHO RD-HGA16 TAAR1, Fluo-8 calcium fluorescence; vehicle wells 0%, saturating PEA agonist 100% | 360,000 compounds, 0.99% hits | Q96RJ0 | activation, % at 3 µM;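 active = activation above the mean activation of all test compounds in the run plus 3 SD, cut at about 38% in these data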
#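 Benchmarks: low control DMSO, high control PEA (EC100); System: CHO RD-HGA16 cells carrying human TAAR1 plus Gα16; Detection: Fluo-8 fluorescence, 5 s baseline then 140 s kinetic read; Schedule: 17-24 h plating, Fluo-8 75 min 37 °C, 30 min RT; Read-out basis: % activation from peak over basal fluorescence ratio, DMSO-to-PEA scaled.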
# An asterisk follows results filed as active; . = not tested or not shown.
SMILES,CHRM5 PAM,CRFR2-BP antag,CHO-K1 Ca PAM,CHRM5 antagonist,CHRM5 agonist,TAAR1 antagonist,CHRM4 PAM,CRFR2-BP ag,TAAR1 agonist
COc1ccc(S(=O)(=O)N(c2onc(C)c2Cl)S(=O)(=O)c2ccc(OC)c(OC)c2)cc1OC,13.4,3.8,18.9,4.1,-7.1,4.4,6.8,0.1,7.3
COc1ccccc1CCN1CCCC(CN(C)C(=O)CCC(N)=O)C1 (stereo not drawn),2.6,34.8,-18.4,-5.2,-5.8,-2.6,-2.6,-0.9,0.6
COc1ccc(N(CC(=O)Nc2ccc3c(c2)OCO3)S(=O)(=O)c2ccccc2)c(OC)c1,-17.7,-11.5,6.0,14.3,0.8,56.2*,-10.0,-1.4,12.8
COc1ccccc1N1CCN(C(=O)c2ccc(-c3nc4ccccc4s3)o2)CC1,-27.0,-4.1,-6.7,3.5,-4.3,54.3*,-5.2,-0.9,1.5
CCOC(=O)Cn1c(S(=O)(=O)Cc2ccccc2Cl)nc(-c2ccccc2)c1-c1ccccc1,-20.2,9.1,12.6,25.2,-4.2,.,-17.3,4.1,.
CCOC(=O)c1c(N)sc(C(O)(C(F)(F)F)C(F)(F)F)c1-c1ccc(F)cc1,2.4,5.6,-0.7,-2.2,-3.0,20.3,14.3,1.2,2.5
CCN1CCN(C(CNC(=O)c2ccc3c(c2)OCO3)c2cccnc2)CC1 (stereo not drawn),3.5,37.8,23.1,0.9,-2.1,0.6,-3.5,3.2,0.1
Cc1ccc(C(=O)Nc2cccnc2)cc1Cl,1.8,2.8,25.9,6.9,0.9,7.0,3.3,-2.2,18.4
CCN(Cc1ccncc1)C(=O)CC1C(=O)NCCN1Cc1ccc(F)c(F)c1 (stereo not drawn),1.3,-19.4,6.6,-1.7,-1.1,-4.2,9.0,1.2,3.1
COc1ccccc1N1CCN(C(=O)CSc2ncccc2-c2nc3ccccc3[nH]2)CC1,2.7,18.5,-2.9,-4.8,-1.0,19.2,1.7,-1.9,9.6
O=[N+]([O-])c1ccc(N2CCN(CC(O)COc3ccccc3)CC2)cc1 (stereo not drawn),-10.5,14.0,0.1,10.9,1.3,9.7,-7.2,1.0,6.0
CCN(CC)CCN(Cc1cc2cc3c(cc2[nH]c1=O)OCCO3)C(=O)NC1CCCCC1,-0.3,40.2,4.4,-3.0,-0.5,-13.2,-7.4,7.9,1.9
Cc1ccc(S(=O)(=O)N(CCC(=O)N2CCOCC2)c2ccccc2)cc1,0.9,4.7,8.1,3.2,1.4,-9.6,11.7,0.7,1.6
CC[C@]1(C(=O)OC)[C@H]2C(=O)N(Cc3ccccc3)C(=O)[C@H]2[C@H]2CN=C(SCC(=O)c3ccccc3)N21,-2.3,4.7,-5.0,8.6,-0.3,-1.7,5.5,2.7,2.0
Cc1c(-c2ccccc2)cn2c1-c1ccc(C)n1CC2,-0.1,-7.4,0.2,-1.1,0.8,12.2,1.7,4.5,1.7
CCC(C)[C@H](NC(=O)N1CCn2c1nc1ccccc12)C(=O)NCc1ccccc1 (stereo partly drawn),17.1,-2.0,-1.8,-18.2,-0.5,-2.9,4.6,-1.3,-0.6
C#CCOc1c(Br)cc(/C=N\NC(=O)CN2CCOCC2)cc1OCC,-0.7,25.1,21.5,-1.5,2.1,19.0,9.6,-1.5,11.4
CN(c1ccccc1)S(=O)(=O)c1ccc(Cl)nc1,-1.9,-0.7,13.1,5.9,-4.0,-12.0,6.9,0.2,-1.5
C=CCNC(=S)NNC(=O)c1ccccc1OCC,-2.8,11.8,6.0,5.2,-0.3,-10.4,3.5,-1.9,0.0
CC(C)[C@H](NC(=O)N1CC(=O)Nc2ccccc21)C(=O)N[C@H](Cc1ccccc1)C(=O)O,3.4,9.2,7.0,2.3,3.2,-17.9,9.8,-1.3,1.5
CCOC(=O)c1sc(NC(=O)CSc2nc3ccccc3o2)c(C(=O)OCC)c1C,-1.6,25.8,1.7,-3.1,-2.5,-14.9,1.6,1.6,2.4
Cc1ccc(S(=O)(=O)Nc2ccc3cn[nH]c3c2)c(C)c1,-4.7,-8.8,0.4,3.6,12.4,-11.9,-0.1,0.4,6.9
COc1ccc(CN2C[C@H](C)[C@@H](CC(=O)NCc3ccccc3)C2=O)cc1,10.1,0.6,10.3,-2.5,0.0,6.5,5.3,1.0,11.8
O=C(c1cnn2ccccc12)N1CCN(C2CCCCC2)CC1,-1.3,7.8,19.0,-3.9,0.3,-4.9,1.4,0.3,1.6
CN1c2ccccc2C(C)(C)C12CC(CCl)=NO2 (stereo not drawn),7.9,25.4,-6.3,1.0,-5.5,.,5.7,-1.9,.
CCOc1ccccc1CN1CCN(C2CCOCC2)CC1CCO (stereo not drawn),1.1,-5.4,2.9,3.9,-2.5,-19.0,1.8,-0.3,6.9
O=C(Nc1ccccc1)c1ccc(NC(=O)C2CC2)cc1,0.7,4.3,-8.3,-4.9,-2.4,-1.5,6.2,-0.5,8.6
O=C(CSc1ccccc1C(=O)O)Nc1cccc(C(=O)O)c1,-4.9,5.2,12.7,5.5,0.6,-8.9,9.5,0.1,6.5
NC(=O)c1cc(NC(=O)CCNS(=O)(=O)c2cccc(C(F)(F)F)c2)cc(C(N)=O)c1,4.8,-6.3,-15.4,-3.4,-3.6,-9.1,6.5,0.2,0.4
Cc1ccc(C(=O)C2CCN(C(=S)NCC3CCCO3)CC2)cc1 (stereo not drawn),-3.2,-15.5,28.9,7.2,2.7,13.4,-1.1,2.2,5.1
O=C1CCC(C(=O)N2CCCC(N3CCN(c4cccc(C(F)(F)F)c4)CC3)C2)=NN1 (stereo not drawn),-1.6,4.5,12.9,-1.5,-2.8,-18.6,-1.6,0.6,1.3
CCc1sc(C(=O)NCc2cc(C)n(C)n2)cc1Br,-6.1,16.9,11.4,-3.6,5.9,-19.5,4.0,-0.1,8.2
CSc1ccccc1NC(=O)CSc1n[nH]c(C)c1[N+](=O)[O-],-4.2,6.1,5.9,2.7,1.1,-5.8,-5.2,-0.5,3.2
O=C(Nc1cccc(C(F)(F)F)c1)c1ccc(-c2ccc(F)c(F)c2)c2ccoc12,-2.9,.,-10.9,5.6,0.2,-11.3,-0.1,.,-0.2
O=C(NCc1ccccc1Cl)[C@@H]1CCCN1S(=O)(=O)c1ccc(Cl)cc1,5.7,2.0,22.3,12.4,-5.3,-29.4,0.6,-1.0,0.8
CCNC(=O)C1(C)CCN(C(=O)c2ccc(-c3ccccc3)cc2)C1 (stereo not drawn),0.5,.,1.0,-1.1,0.6,-7.0,7.6,.,2.5
COc1ccc(OC)c(-c2cc(C(=O)Nc3c(C)n(C)n(-c4ccccc4)c3=O)no2)c1,2.7,7.4,4.1,2.3,-5.1,-14.9,8.0,0.7,-2.6
O=C(Nc1ccc(Cc2ccc(NC(=O)C3CC3)cc2)cc1)C1CC1,1.7,-6.2,8.4,12.1,-0.9,4.6,-8.2,-1.1,2.3
Clc1ccc(Oc2ccccc2)c2ncccc12,6.9,7.8,-7.5,-2.0,-6.0,-17.2,3.5,-3.5,-4.5
COC(=O)CCCc1nc2ccccc2s1,1.9,21.4,1.3,14.9,-3.3,-19.1,4.0,2.5,8.5
Cc1ccc(CCN2CC(C(=O)NCCc3ccccc3)CC2=O)cc1 (stereo not drawn),-5.2,5.2,0.8,9.2,-0.7,-39.5,-3.9,-1.9,7.8
Fc1ccc(-n2c(-c3ccc4ccccc4n3)n[nH]c2=S)cc1,2.1,-0.2,-11.8,6.5,-0.2,-1.7,-1.1,-3.2,18.9
OC[C@@H]1CN(Cc2cccs2)C[C@H](n2cnc3c(N4CCN(c5ccccc5)CC4)ncnc32)O1,-7.2,.,5.6,4.2,4.7,42.6,-9.6,.,10.4
NC(=O)C1CC(=O)N(c2ccc(OCc3ccc(Cl)cc3Cl)cc2)C1 (stereo not drawn),0.1,0.7,-3.0,-3.2,-2.3,13.7,8.7,0.6,6.3
CCCn1c(C)cc(C(=O)COc2ncnc3sccc23)c1C,2.5,2.5,11.8,-0.6,1.1,-9.5,8.4,0.4,10.5
Cc1cccc(N2O[C@H]3C=CC2CCCC3)n1,-2.0,25.5,15.7,-7.1,0.3,5.6,3.0,0.3,-1.0

# In the list so far, 6 contain fluorine.
SMILES,CHRM5 PAM,CRFR2-BP antag,CHO-K1 Ca PAM,CHRM5 antagonist,CHRM5 agonist,TAAR1 antagonist,CHRM4 PAM,CRFR2-BP ag,TAAR1 agonist
CCOC(=O)c1c(N)sc(C(O)(C(F)(F)F)C(F)(F)F)c1-c1ccc(F)cc1,2.4,5.6,-0.7,-2.2,-3.0,20.3,14.3,1.2,2.5
CCN(Cc1ccncc1)C(=O)CC1C(=O)NCCN1Cc1ccc(F)c(F)c1 (stereo not drawn),1.3,-19.4,6.6,-1.7,-1.1,-4.2,9.0,1.2,3.1
NC(=O)c1cc(NC(=O)CCNS(=O)(=O)c2cccc(C(F)(F)F)c2)cc(C(N)=O)c1,4.8,-6.3,-15.4,-3.4,-3.6,-9.1,6.5,0.2,0.4
O=C1CCC(C(=O)N2CCCC(N3CCN(c4cccc(C(F)(F)F)c4)CC3)C2)=NN1 (stereo not drawn),-1.6,4.5,12.9,-1.5,-2.8,-18.6,-1.6,0.6,1.3
O=C(Nc1cccc(C(F)(F)F)c1)c1ccc(-c2ccc(F)c(F)c2)c2ccoc12,-2.9,.,-10.9,5.6,0.2,-11.3,-0.1,.,-0.2
Fc1ccc(-n2c(-c3ccc4ccccc4n3)n[nH]c2=S)cc1,2.1,-0.2,-11.8,6.5,-0.2,-1.7,-1.1,-3.2,18.9
